Screening results deposited in PubChem BioAssay by National Center for Advancing Translational Sciences (NCATS).
Giardia kill: kills Giardia lamblia. AID 540267. 340,000 compounds, 0.15% hits. Giardia lamblia trophozoite viability. activity change, % at 7.66 µM, hits read low; in the data active = activity change below about -80%; inconclusive = between about -30% and that limit;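 note: parasites exposed to compound for two days anaerobically before the ATP read; % is set by controls: 0 for no effect and ±100 for the full control effect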
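Trophozoites 100 cells/well + cpd; 48 hrs, 37 deg C, anaerobic. ATPLite 1-Step added, 15-30 min RT, luminescence read (ATP-based viability).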
p53 reactivator: restores transcriptional activity of mutant p53; H1299 p53-A138V BP100-luciferase reporter, luminescence, 24 h; Potency, µM (titrated, usually from 92.2 µM), for inactives: at the top dose activity change, positive = activation, hits mostly activators; 320,000 compounds, 0.063% hits; AID 504706; note: potency is the fitted concentration of half-maximal effect; % of control where 0% means no effect; nearly all actives have a fitted effect of over 45% in size
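p53-null H1299 cells stably carrying temperature-sensitive p53-A138V and a BP100-luciferase reporter were pinned with compounds (4-point, 1:5 series) and held 24 hrs at 37 deg C. Luminescence was read 10 min after detection reagent.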
PKM2 activator: PKM2 (human) enzyme activation; P14618; 260,000 compounds, 0.34% hits; purified PKM2, Kinase-Glo ATP luminescence, activation; response scale: 0% is enzyme alone, no compound; Potency, µM (series often up to 57.5 µM), for the others: at the top dose activation, hits mostly activators; note: potency is the fitted concentration of half-maximal effect; % is set by controls: 0 for no effect and ±100 for the full control effect; nearly all actives have a fitted effect of over 55% in size
Target sequence (P14618 whole entry, looked up): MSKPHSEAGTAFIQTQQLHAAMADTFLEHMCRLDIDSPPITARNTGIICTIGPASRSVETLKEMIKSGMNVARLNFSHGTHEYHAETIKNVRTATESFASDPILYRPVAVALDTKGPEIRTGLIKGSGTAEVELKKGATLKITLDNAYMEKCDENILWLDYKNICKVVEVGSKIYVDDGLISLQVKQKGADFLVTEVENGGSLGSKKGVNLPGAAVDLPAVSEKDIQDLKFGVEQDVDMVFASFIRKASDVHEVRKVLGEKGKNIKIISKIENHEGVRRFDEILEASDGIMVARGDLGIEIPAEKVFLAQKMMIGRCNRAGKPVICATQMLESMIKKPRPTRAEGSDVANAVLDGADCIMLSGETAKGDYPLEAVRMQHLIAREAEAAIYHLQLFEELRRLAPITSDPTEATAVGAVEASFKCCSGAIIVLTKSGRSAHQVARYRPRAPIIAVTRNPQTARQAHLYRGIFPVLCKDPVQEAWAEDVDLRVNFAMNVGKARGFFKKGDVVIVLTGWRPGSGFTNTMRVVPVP
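Purified hPK-M2 (>95% pure) converted ADP (0.1 mM final) to ATP with 0.5 mM PEP in 50 mM imidazole pH7.2, KCl, MgCl2, Tween 20, BSA; 1 h at room temperature. ATP detected by Kinase-Glo luminescence.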
VP16 counter: counter-screen for ROR gamma inhibitors: Gal4-VP16 reporter; Drosophila S2 Gal4-VP16 UAS-luciferase, luminescence, 20 h; Potency, µM (top dose mostly 53.6 µM), without a hit: top-dose activity, negative = inhibition, hits mostly inhibitors; 310,000 compounds, 3.5% hits; AID 2546;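 note: Gal4-VP16 expression switched on by copper sulfate through the metallothionein promoter; potency is the fitted concentration of half-maximal effect; % is set by controls: 0 for no effect and ±100 for the full control effect; nearly all actives have a fitted effect of over 50% in size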
NPC1 prom act: NPC1 promoter activation. Huh7 NPC1 promoter luciferase reporter, 24 h. Potency, µM (top dose mostly 9.22 µM), for the others: top-dose activation, most hits filed as activators. 320,000 compounds, 2.4% hits;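 note: potency is the fitted concentration of half-maximal effect; % of control where 0% means no effect; nearly all actives have a fitted effect of over 60% in size; reporter is driven by a mutant NPC1 promoter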
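Readout is luciferase luminescence, reflecting NPC1 promoter activation in stably transfected Huh7 cells after 24 h compound exposure at 37 °C in reduced-serum medium with 10% FBS.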
FLuc modulator: inhibits or activates purified firefly luciferase, miR-21 counter-screen | purified FLuc, Km substrates, luminescence inhibition | Potency, µM (highest dose often 57.5 µM), for the others: at the top dose activity change, negative = inhibition, hits mostly inhibitors | 360,000 compounds, 6.9% hits;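 note: potency is the fitted concentration of half-maximal effect; plate controls were vehicle for no effect and reference inhibitor for full effect; nearly all actives have a fitted effect of over 55% in size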
Target sequence (P08659 whole entry, looked up): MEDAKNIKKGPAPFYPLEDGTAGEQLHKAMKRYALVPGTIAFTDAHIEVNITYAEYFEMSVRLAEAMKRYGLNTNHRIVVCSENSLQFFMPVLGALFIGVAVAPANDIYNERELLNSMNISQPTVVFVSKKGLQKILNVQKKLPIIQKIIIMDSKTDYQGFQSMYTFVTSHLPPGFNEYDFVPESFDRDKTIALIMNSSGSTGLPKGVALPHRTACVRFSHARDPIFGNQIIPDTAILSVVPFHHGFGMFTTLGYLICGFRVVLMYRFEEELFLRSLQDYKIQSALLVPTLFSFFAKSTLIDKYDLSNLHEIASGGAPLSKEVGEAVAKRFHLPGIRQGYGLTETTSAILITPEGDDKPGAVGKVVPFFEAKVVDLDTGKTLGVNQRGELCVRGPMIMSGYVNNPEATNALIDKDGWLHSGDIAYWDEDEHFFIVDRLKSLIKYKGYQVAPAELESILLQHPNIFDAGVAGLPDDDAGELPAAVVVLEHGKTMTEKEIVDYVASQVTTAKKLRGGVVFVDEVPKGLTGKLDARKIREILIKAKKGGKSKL
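Purified P. pyralis luciferase, 10 nM final, with Km-level 10 uM D-luciferin and 10 uM ATP in 50 mM Tris acetate pH 7.5, 10 mM Mg acetate, 0.01% Tween-20, 0.05% BSA; 6-point qHTS titration about 60 µM downward; luminescence read.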
Rab9 prom act: activators of Rab9 promoter. Huh7 Rab9 promoter-luciferase reporter, luminescence, 24 h. AID 485297. 320,000 compounds, 2.8% hits. Potency, µM (highest dose often 9.22 µM), for inactives: top-dose activation, negative = inhibition, actives largely listed as activators; note: potency is the fitted concentration of half-maximal effect; % of control where 0% means no effect; nearly all actives have a fitted effect of over 60% in size
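Using Huh7 cells stably transfected with Rab9 promoter–luciferase, compounds were incubated 24 h at 37 °C, 5% CO2; luciferase luminescence was read 10 min after reagent addition.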
ELG1 genotoxic: genotoxicity induction in ELG1-luciferase HEK293T cells | HEK293T ELG1-luciferase reporter, luminescence, 16 h | Potency, µM (top dose mostly 46 µM), without a hit: at the top dose activity change, positive = activation, actives largely listed as activators | 330,000 compounds, 1.3% hits; note: potency is the fitted concentration of half-maximal effect; % of control where 0% means no effect; nearly all actives have a fitted effect of over 60% in size
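Step 1: seed 2,000 HEK293T ELG1-luciferase cells per well. Step 2: add compound or DMSO, incubate 16 hr at 37 °C. Step 3: ONE-Glo, 30 min at room temperature, read luminescence.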
BRCA1 expr act: BRCA1 expression activation; AID 624202; MCF7-BRCA1-FFLuc reporter, luminescence, 48 h; response scale: scaled: vehicle 0%, 10 µM genistein 100%; Potency, µM (series often up to 46.1 µM), inactives show at the top dose activation, hits mostly activators; 380,000 compounds, 1.1% hits; note: potency is the fitted concentration of half-maximal effect; nearly all actives have a fitted effect of over 80% in size; some results filed as inactive show a strong effect at the top dose
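Luminescence from a BRCA1-driven firefly luciferase in MCF7 cells was read after 48 h compound exposure at 37 C. Data normalized against DMSO and a 10microM genistein activation control, then curve-fitted across the titration.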
Menin MLL FP TR: inhibitors of human menin-MLL interaction, mutant MLL peptide | O00255 | Menin + Texas Red MLL mutant peptide, fluorescence polarization | Potency, µM (top dose mostly 61.6 µM), for inactives: top-dose FP activity change, negative = inhibition, most hits filed as inhibitors | 270,000 compounds, 0.23% hits; active = well fitted inhibition curve with a large enough effect in the polarisation, with a control signal flat, not every such curve was filed as active; inconclusive = small, poorly fitted or top-dose-only effect, or effect the other way, or a change in a side signal; inactive = no such curve, though single readings can be large or run the other way; the % refers to the polarisation; note: potency is the fitted concentration of half-maximal effect; % of control where 0% means no effect; many of its hits are not listed in these tables
RORgamma inh: blocks mouse ROR gamma transcriptional activity | Drosophila S2 Gal4-RORgamma UAS-luciferase reporter, 20 h | 310,000 compounds, 5.4% hits | P51450 | Potency, µM (top dose mostly 53.6 µM), without a hit: top-dose activity change, negative = inhibition, usual class: inhibitors; note: potency is the fitted concentration of half-maximal effect; % is set by controls: 0 for no effect and ±100 for the full control effect; nearly all actives have a fitted effect of over 60% in size
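Luminescence from a UAS-regulated Photinus luciferase reporter in stably transfected Drosophila Schneider cells is measured; decreased signal marks ROR gamma inhibition. Fusion expression is induced by 700 uM copper sulfate for 20 hr.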
Active calls of the source: *; ? = inconclusive; nt = no result given; [ ] = remark or other dose. Unless noted, calls come from the whole dose curve; as a rule, active = well fitted curve in the direction sought with a large enough effect; inconclusive = small, poorly fitted or top-dose-only effect, or another doubt; inactive = no such curve, though single readings can be large; an effect the other way counts as inactive or inconclusive. Only part of the results is shown; count on the stated rates, not on these rows.

SMILES | Giardia kill | p53 reactivator | PKM2 activator | VP16 counter | NPC1 prom act | FLuc modulator | Rab9 prom act | ELG1 genotoxic | BRCA1 expr act | Menin MLL FP TR | RORgamma inh
Cc1cccc(Cn2c(N3CCCCC3C)nc3c2c(=O)[nH]c(=O)n3C)c1 (configuration not stated) | -10.2 | -12.6% | 7.4% | -14.5% | -1.5% | 3.0% | -3.5% | 3.9% | -37.8% | -2.3% | ?
O=C(CN(C(=O)CCC(=O)Nc1ccccn1)c1ccc2c(c1)OCCO2)NCCc1ccccc1 | -6.1 | 20.0% | 3.2% | 6.0% | -4.4% | -0.1% | -0.2% | 0.2% | 10.2% | -8.0% | 3.2%
Cc1ccc(OCCCC(=O)Nc2nc3ccccc3[nH]2)cc1 | -1.5 | -1.7% | -4.6% | -5.0% | 7.1% | 2.5% | 2.8% | 0.1% | -21.8% | -21.8% | 6.31µM*
CC(=O)N1CCN(CC(=O)Nc2ccc(Cl)c(S(=O)(=O)N(C)C)c2)CC1 | -7.3 | 3.5% | 1.1% | 4.5% | -0.7% | 3.8% | -3.8% | 6.3% | 5.8% | 31.5%[activator] | -14.0%
COc1ccccc1N1CCN(C(=O)c2ccc([N+](=O)[O-])s2)CC1 | ? | 6.3% | -4.8% | -9.0% | 0.1% | 4.8% | 1.9% | -8.2% | -29.1% | -16.8% | 7.94µM*
CC1CCCN(C(=O)c2sc3cc([N+](=O)[O-])ccc3c2Cl)C1 (configuration not stated) | -19.2 | 7.0% | 2.1% | 4.7% | -3.5% | ? | 4.6% | -1.6% | 34.9% | ? | 41.1%
COc1ccc(CCNC(=S)NC(=O)c2cccc([N+](=O)[O-])c2)cc1OC | -17.8 | -7.6% | -7.1% | 15.8µM* | 0.6% | 1.6% | 8.6% | -10.3% | 8.2% | nt | 12.6µM*
Cc1ccc(-n2c(SCc3ccc([N+](=O)[O-])cc3)nc3ccccc3c2=O)cc1 | -10.7 | -4.2% | 5.0% | -4.3% | 0.7% | -1.2% | -2.5% | -1.2% | -2.7% | 1.4% | 33.9%
CC(C)n1nc(C(=O)Nc2cccc(S(=O)(=O)NCc3ccco3)c2)c2ccccc2c1=O | -23.7 | -4.1% | -4.2% | 5.9% | -4.5% | 3.0% | -4.7% | -4.3% | -46.6% | nt | 21.6%
Nc1nc(=S)c2ncn([C@@H]3O[C@H](CO)[C@@H](O)[C@H]3O)c2[nH]1 | 11.0 | 1.3% | nt | nt | -1.7% | -1.2% | -8.4% | -17.0% | -29.7% | nt | nt
Oc1ccc2ccccc2c1-c1sc(Nc2ccccc2)n[n+]1-c1ccc(F)cc1 | -12.8 | 8.1% | 5.6% | -12.9% | -4.2% | 0.0% | -0.9% | -1.3% | -17.3% | 15.8µM* | -7.4%
O=C(CNC(=O)C12CC3CC(CC(C3)C1)C2)N/N=C\c1ccco1 | -8.6 | -3.5% | -7.1% | 0.4% | -8.6% | 4.5% | -8.7% | 11.3% | -1.5% | nt | -8.1%
C[C@H](O)[C@@H](C(=O)N1CCN(C(=O)OC(C)(C)C)CC1)n1cc(CCCCNC(=O)OC(C)(C)C)nn1 | 12.3 | -5.0% | -3.3% | 5.8% | -4.6% | 0.5% | 1.1% | -7.9% | -8.3% | -5.0% | 2.6%
O=C(C1CC(=O)N(c2ccc(F)cc2)C1)N1CCN(c2ccccc2)CC1 (configuration not stated) | -2.7 | -2.3% | -0.6% | -9.4% | -1.2% | 2.9% | 0.2% | -2.2% | 0.0% | nt | 0.5%
CN(C)S(=O)(=O)c1ccc(C(=O)Nc2nnc(Cc3ccccc3)s2)cc1 | 4.9 | 0.7% | 0.6% | 2.9% | -6.6% | -2.4% | -2.3% | ? | -23.4% | -27.8% | 6.6%
Cc1noc(C)c1COc1ccc(C(=O)NCC2CCCO2)cc1 (configuration not stated) | 20.4 | -2.8% | 10.5% | 16.7% | 0.2% | -0.4% | 0.0% | 6.7% | -0.8% | -15.1% | -35.9%
CSc1ccc(CCNC(=O)C2CCCN(c3nn4c(=O)cc(C)nc4s3)C2)cc1 (configuration not stated) | -8.1 | 1.8% | nt | 7.3% | 0.6% | 1.9% | 0.7% | -0.5% | 18.4% | ? | -19.8%
O=C(CN1C(=O)NC2(CCCC2)C1=O)N1CCCSC1=Nc1ccccc1 | -18.1 | -8.1% | nt | nt | -0.9% | 4.0% | 2.8% | 1.8% | -14.6% | nt | nt
COc1ccc(CC(=O)NCc2cccs2)cc1 | 0.0 | 10.6% | 0.8% | -8.2% | -7.4% | -10.0% | -2.1% | 12.2% | -72.9% | 2.9% | 11.8%
COc1c(F)c(F)cc2c(=O)c(C(=O)O)cn(C3CC3)c12 | 10.4 | 1.0% | nt | 10.0% | -1.5% | 1.2% | -0.5% | -2.0% | 7.3% | -2.0% | -2.2%
COc1ccc(C[C@H]2CN3C(=NC[C@H]3C)N2CCNC(=O)c2ccc(C)c(Br)c2)cc1 | -11.8 | -3.4% | 0.1% | 2.8% | -0.7% | 4.5% | -1.7% | -5.9% | -35.7% | ? | -25.6%
CCOC(=O)c1c(C)c(C(=O)Nc2ccc3c(c2)OCO3)c(C)n1C | 1.9 | 5.1% | 3.3% | 3.2% | 4.9% | -13.4% | 0.6% | 2.2% | 18.3% | 11.5% | ?
Clc1ccc(Nc2ncn[nH]2)c(Cl)c1 | -2.0 | -4.3% | 0.7% | -6.3%[10 µM] | -2.8% | -17.4% | 2.8% | 2.9% | 32.5% | 10.4% | 0.4%
CCCCN(C)CCNC(=O)c1cc2cc3ccc(OC)cc3nc2o1 | 8.1 | -8.9% | nt | -4.5% | -2.7% | 0.1% | -14.8% | -2.1% | 15.5% | ? | -2.4%
CN(C)CCNC(=O)c1cc2sc3ccccc3c2s1 | -0.2 | ? | -3.0% | -5.0% | 0.0% | ? | 26.5% | ? | 55.3% | 1.7% | -21.6%
Cc1cccc(NC(=O)CN2C(=O)NC3(CCCC3)C2=O)n1 | 3.3 | 8.9% | nt | nt | -0.2% | 3.2% | -0.6% | -5.6% | -19.4% | nt | nt
Cc1ccn2c(/C=N/OCc3cccc(F)c3)c(-c3ccc(Cl)cc3)nc2c1 | 2.7 | -2.0% | ? | 0.7% | -6.0% | -4.1% | -5.6% | -4.6% | -2.0% | nt | 32.1%
Oc1c(Br)cc(C2N=C(c3ccccc3Cl)NO2)cc1Br (configuration not stated) | -0.4 | -4.0% | 0.7% | -5.1% | -2.5% | ? | 0.5% | -1.5% | 46.3% | 31.4%[activator] | -11.0%
COc1ccccc1NC(=O)COC(=O)CNC(=O)c1ccc(OC)c(OC)c1 | 6.4 | ? | 2.2% | -1.0% | 14.4% | -0.9% | 21.3% | 18.4µM* | -4.1% | 19.8% | 13.6%
O=C(Nc1ccccc1N1CCCC1)c1cc(S(=O)(=O)N2CCOCC2)ccc1Cl | 16.6 | 5.9% | nt | nt | -6.1% | 7.3% | -12.6% | -0.9% | -11.8% | nt | nt
CSc1ccccc1C(=O)Nc1nccs1 | 13.5 | -5.3% | ? | 2.7% | 17.4% | -12.9% | 5.9% | 1.0% | -20.6% | 9.1% | -4.0%
CC(C)c1nnc(NC(=O)C2CCN(c3cnccn3)CC2)s1 | -6.8 | ? | 1.9% | -9.1% | -1.5% | -1.4% | -5.8% | -0.5% | -10.4% | 0.8% | ?
CCN1CCCC1CNC(=O)Cn1cccc1C(=O)c1ccccc1C (configuration not stated) | 0.6 | 7.7% | -2.5% | -4.0% | 1.1% | 2.0% | -8.1% | 1.2% | -5.5% | -18.8% | 40.8%
COc1cc(C2Nn3c(nnc3-c3ccccc3OC)S2)ccc1O (configuration not stated) | 7.5 | -7.9% | -15.8% | -1.4% | -2.4% | -10.4% | -0.1% | 0.3% | 11.4% | 19.9% | -12.3%
COc1ccccc1C(=O)NCCC(=O)N(C)Cc1cccnc1 | -4.9 | 1.7% | nt | nt | -1.3% | -1.3% | -4.9% | 2.2% | -1.2% | nt | nt
COc1cc2c(CCNC(C)=O)c[nH]c2cc1O | 2.3 | nt | nt | nt | -4.5%[46.1 µM] | nt | -0.5%[46.1 µM] | nt | 11.4% | 6.1% | nt
Cc1cccc(C)c1OCC(=O)Nc1ccc(S(=O)(=O)Nc2ccccn2)cc1 | 12.2 | -10.6% | -15.0% | 3.2% | -3.0% | -1.7% | -3.3% | -0.4% | -25.9% | -12.9% | 24.8%
Nc1ccc(-c2nc3cc(N)ccc3o2)cc1 | -24.9 | -9.7% | -6.7% | ? | 0.398µM* | 2.69µM* | 0.631µM* | 5.17µM* | 0.0% | 18.1% | ?
